Screening results (PubChem BioAssay)
Integrin act MD: integrin-mediated muscular dystrophy alleviation activation | alpha7betagal myoblasts, beta-gal FDG fluorescence, 48 h | Potency, µM (highest dose often 38.3 µM), for the others: at the highest dose activation, hits mostly activators | 350,000 compounds, 0.064% hits;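 also: potency is read from the fitted curve at half-maximal effect; 100% = response of the positive control SU9516; nearly all actives have a fitted effect of over 60% in size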
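alpha7betagal+/- myoblasts (passage 13, 250/well) treated 48 h at 37C with compounds at 1:260 dilution of DMSO stock. Lysed, then beta-galactosidase activity read as FDG fluorescence (ex 480/em 540) after 30 min, with pre-read for autofluorescence.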
Coupling enz: inhibits coupling enzyme system, counter-screen for aldolase hits; coupling enzyme system counterscreen, AmpLite Red fluorescence; activity change, negative = inhibition, % at 58.2 µM, hits read low; 290,000 compounds, 0.67% hits; in the data active = activity change below about -30%; also: % is scaled to controls: 0 for no effect and ±100 for the full control effect
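Final compound at 57.5 uM, incubated 10 min at RT with coupling enzyme reagent (glyceraldehyde-3-phosphate), then 20 min with substrate and AmpLite Red detection. Fluorescence read at 525/598 nm; tests interference with the coupling assay, not aldolase inhibition.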
GALK inhibitor: inhibitors of human galactokinase; Purified GALK, Kinase-Glo residual ATP luminescence; Potency, µM (highest dose often 57.5 µM), without a hit: at the top dose activity change, negative = inhibition, most hits filed as inhibitors; 270,000 compounds, 0.007% hits; AID 1868; also: potency is read from the fitted curve at half-maximal effect; % is scaled to controls: 0 for no effect and ±100 for the full control effect
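Quantitative HTS: GALK 5 nM, ATP 35 uM, galactose 100 uM, 1 h room temperature, then luciferase-based ATP detection.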
B2AR arrestin: beta2AR (human) beta-arrestin recruitment activity | beta-arrestin recruitment to beta2AR, cell-based reporter | 330,000 compounds, 0.02% hits | AID 492947 | Potency, µM (highest dose often 46.1 µM), inactives show top-dose activation, most hits filed as activators | P07550;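 also: potency is read from the fitted curve at half-maximal effect; 0% = DMSO controls and full agonism = EC100 isoproterenol or metaproterenol; nearly all actives have a fitted effect of over 65% in size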
Target sequence (P07550 whole entry, looked up): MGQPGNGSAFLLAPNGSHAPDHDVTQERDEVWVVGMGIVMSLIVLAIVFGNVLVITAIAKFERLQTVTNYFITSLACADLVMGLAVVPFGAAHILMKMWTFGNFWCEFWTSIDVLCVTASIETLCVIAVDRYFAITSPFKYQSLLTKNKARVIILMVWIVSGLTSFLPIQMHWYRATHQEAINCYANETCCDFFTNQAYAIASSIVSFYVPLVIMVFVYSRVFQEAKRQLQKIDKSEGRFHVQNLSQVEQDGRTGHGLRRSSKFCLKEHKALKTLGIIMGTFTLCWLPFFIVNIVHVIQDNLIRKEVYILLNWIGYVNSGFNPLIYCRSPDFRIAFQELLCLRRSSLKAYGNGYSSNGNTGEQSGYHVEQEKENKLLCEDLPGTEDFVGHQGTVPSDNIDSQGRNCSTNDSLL
TSG101-PTAP inh: blocks PTAP/TSG101 interaction to inhibit HIV-1 budding. Q99816. Fluorescence polarization, FITC-PTAP peptide / Tsg101 binding. Potency, µM (top dose mostly 115 µM), for the others: at the highest dose activity change, negative = inhibition, most hits filed as inhibitors. 340,000 tested, under 10 active. AID 493005; active = well fitted inhibition curve with a large enough effect in the main read-out, with a control signal flat, not every such curve was filed as active; inconclusive = small, poorly fitted or top-dose-only effect, or effect the other way, or a change in a side signal; inactive = no such curve, though single readings can be large or run the other way; also: potency is read from the fitted curve at half-maximal effect; % of control where 0% means no effect
Target sequence (Q99816 whole entry, looked up): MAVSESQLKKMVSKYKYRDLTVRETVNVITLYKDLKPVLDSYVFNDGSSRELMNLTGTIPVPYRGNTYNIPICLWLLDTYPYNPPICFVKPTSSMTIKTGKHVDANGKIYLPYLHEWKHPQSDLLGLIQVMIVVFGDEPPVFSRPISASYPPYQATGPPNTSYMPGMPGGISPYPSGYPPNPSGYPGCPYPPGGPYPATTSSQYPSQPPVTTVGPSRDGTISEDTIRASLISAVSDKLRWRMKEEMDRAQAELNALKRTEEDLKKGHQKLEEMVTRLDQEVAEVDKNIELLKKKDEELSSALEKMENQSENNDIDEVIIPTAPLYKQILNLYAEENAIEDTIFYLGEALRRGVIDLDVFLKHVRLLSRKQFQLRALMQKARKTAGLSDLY
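FP read-out: FITC-PTAP peptide, 50 nM final, binding Tsg101 binding domain, 10 uM final; 20 min, r.t.; 10 mM HEPES pH 7.5, 0.15 M NaCl, 0.01% Tween 20, 3 mM EDTA, 0.1 mM TCEP.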
PKM2 activator: activators of human pyruvate kinase M2; purified PKM2, Kinase-Glo ATP luminescence, activation; response scale: 0% is enzyme alone, no compound; P14618; 260,000 compounds, 0.34% hits; AID 1631; Potency, µM (top dose mostly 57.5 µM), without a hit: top-dose activation, hits mostly activators; also: potency is read from the fitted curve at half-maximal effect; % is scaled to controls: 0 for no effect and ±100 for the full control effect; nearly all actives have a fitted effect of over 55% in size
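Purified hPK-M2 (>95% pure) converted ADP (0.1 mM final) to ATP with 0.5 mM PEP in 50 mM imidazole pH7.2, KCl, MgCl2, Tween 20, BSA; 1 h at room temperature. ATP detected by Kinase-Glo luminescence.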
ASM inhibitor: human S-ASM enzyme inhibition; P17405; placental ASM, HMU-PC fluorogenic substrate, 60 min; 340,000 compounds, 0.006% hits; Potency, µM (series often up to 57.5 µM), without a hit: at the top dose activity change, negative = inhibition, hits mostly inhibitors; also: potency is read from the fitted curve at half-maximal effect
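Fluorescence read-out (Ex 386 nm, Em 447 nm) after stopping the reaction at pH 10. Enzyme: ASM from human placenta; substrate HMU-PC0, 9 uM final; 60 min, 37 °C. Compound preincubation 10 min, ambient temperature.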
Menin-MLL TR inh: inhibitors of human menin-MLL interaction, mutant MLL peptide | Menin + Texas Red MLL mutant peptide, fluorescence polarization | AID 1768 | O00255 | Potency, µM (series often up to 61.6 µM), inactives show at the top dose FP activity change, negative = inhibition, hits mostly inhibitors | 270,000 compounds, 0.23% hits; active = well fitted inhibition curve with a large enough effect in the polarisation, with a control signal flat, not every such curve was filed as active; inconclusive = small, poorly fitted or top-dose-only effect, or effect the other way, or a change in a side signal; inactive = no such curve, though single readings can be large or run the other way; the % refers to the polarisation; also: potency is read from the fitted curve at half-maximal effect; % of control where 0% means no effect; many of its hits are not listed in these tables
Tb PFK inh: T. brucei PFK enzyme inhibition. 330,000 compounds, 0.17% hits. T. brucei PFK, ADP-Glo luminescence. Potency, µM (highest dose often 57.5 µM), for inactives: at the highest dose activity, negative = inhibition, usual class: inhibitors. O15648;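 also: potency is read from the fitted curve at half-maximal effect; 0% = uninhibited 1x PFK enzyme wells and -100% = no-enzyme wells; nearly all actives have a fitted effect of over 60% in size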
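In TEA buffer at pH 8.0 with 5 mM MgCl2, enzyme (1.25 nM) converted F6P (0.5 mM) and ATP (0.1 mM) for 45 min at room temperature. ADP product was read by luciferase luminescence.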
Giardia kill: kills Giardia lamblia. Giardia lamblia trophozoite viability. activity change, % at 7.66 µM, hits read low. 340,000 compounds, 0.15% hits. AID 540267; in the data active = activity change below about -80%; inconclusive = between about -30% and that limit;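 also: parasites exposed to compound for two days anaerobically before the ATP read; % is scaled to controls: 0 for no effect and ±100 for the full control effect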
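Each well holds 100 Giardia trophozoites and compound. After two days (48 hrs) at 37 deg C in anaerobic conditions, ATP is quantified by luminescence.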
Chronic BCR inh: chronic active BCR signaling inhibition | ABC-DLBCL IkBa-CBG/CBR reporter, luminescence ratio, 4 h | Potency, µM (series often up to 46.1 µM), for the others: at the highest dose ratio change, negative = lower green/red ratio, hits mostly inhibitors | 340,000 compounds, 0.05% hits; active = well fitted inhibition curve with a large enough effect in the signal ratio, with a control signal flat, not every such curve was filed as active; inconclusive = small, poorly fitted or top-dose-only effect, or effect the other way, or a change in a side signal; the % refers to the signal ratio;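 also: potency is read from the fitted curve at half-maximal effect; plate controls were basal doxycycline-induced cells for no effect and cells given 10 µM MG132 for full effect; MG132 reads +100%, hits lower the ratio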
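TMD8 ABC-DLBCL cells carrying doxycycline-inducible green luciferase fused to IkappaBalpha plus unfused red luciferase were exposed to compounds (up to 46 uM) for 4 hrs at 37C. Activity came from the overlap-corrected green/red luminescence ratio.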
Starred values were filed as active, the others as inactive; ? = inconclusive; nt = not tested or not shown; & = joins results of further samples; ! = a repeat was not active; [ ] = another dose, or the depositor's remark. Unless noted, calls follow the shape of the dose curve; as a rule, active = well fitted curve in the direction sought with a large enough effect; inconclusive = small, poorly fitted or top-dose-only effect, or another doubt; inactive = no such curve, though single readings can be large; an effect the other way counts as inactive or inconclusive.

SMILES	Integrin act MD	Coupling enz	GALK inhibitor	B2AR arrestin	TSG101-PTAP inh	PKM2 activator	ASM inhibitor	Menin-MLL TR inh	Tb PFK inh	Giardia kill	Chronic BCR inh
CCN(CC)c1ccc(/C=C2/C(=O)NC(=O)N(Cc3ccco3)C2=O)cc1	-8%	-1	0%	-0.3%	-1%	?	-1%	?	-2%	-20	5%
Cc1ccc(N2C(=O)NC(=O)C(CCc3ccccn3)(Cc3cccc(Cl)c3Cl)C2=O)cc1 (centres undefined)	7%	0	0%	-0.5%	-5%	4%	8%	-6%	-3%	-3	-6%
C=CCN1C(=O)C2(C(C(=O)OCC)=C(N)Oc3ccccc32)C2=C1CCCC2=O (centres undefined)	-3%[7.66 µM]	2	0%	0.1%	-6%	-6%	4%	0%	-12%	-12	2%
CCCCNC(C)Cc1ccccc1 (centres undefined)	nt	nt	nt	3.0%	0%	nt	6%	nt	0%	-13	-1%
CN1C(CC(O)c2ccccc2)CCCC1CC(O)c1ccccc1 (centres undefined)	nt	nt	nt	0.1%	0%	nt	0%	nt	-4%	-24	-18%
Oc1ccc2c3c1OC1[C@H](O)CC[C@@]4(O)[C@@H](C2)N(CC2CC2)CC[C@]314 (some centres undefined)	nt	nt	nt	-0.2%&0.2%	2%&2%	nt	4%&12%	nt	0%&-5%	-20&-12	0%&0%
Cn1ncc2c(Nc3ccc(Br)cc3)nc(Nc3ccc(Br)cc3)nc21	-69%[inhibitor]	-2	4%	-0.4%	12%	-6%	-29%	?	-3%	12	?
Cc1cccc(NC(=O)CN2CCN(C(=O)COc3cccc(Br)c3)CC2)c1C	-17%	nt	nt	0.1%	-3%	nt	4%	nt	-6%	16	-8%
CCOc1cc(C)cc2oc(=O)c3c(c12)CCCC3	?	5	0%	-0.3%	3%	nt	-3%	5%	-1%	15	-2%
C[C@@H]1O[C@@H](O[C@@H]2C=C3CC[C@@H]4C(CC[C@]5(C)[C@@H](c6ccc(=O)oc6)CC[C@]45O)[C@@]3(C)CC2)[C@H](O)[C@H](O)[C@H]1O (some centres undefined)	-1%	nt	nt	-0.9%	-3%	nt	-5%	nt	-2%	-9	?
COc1ccccc1CN1CCN(C(=O)COc2ccccc2)CC1	16%	2	0%	0.0%	1%	1%	3%	4%	-1%	14	?
COc1ccc(-c2cc(=O)c3c(OC)c(OC)c(OC)cc3o2)cc1	-15%	3	1%	0.0%	-1%	0%	-2%	?	-4%	2	?
COc1ccccc1N1CCNCC1	nt	1&2	0%	-0.2%	-11%	-7%	-2%	-10%&-5%	1%	3	-2%
CCOC(=O)C1=C(N)OC2=C(C(=O)CCC2)C12C(=O)N(CC(N)=O)c1ccccc12 (centres undefined)	17%	0	-1%	-0.2%	-2%	-2%	2%	-12%	0%	-9	-4%
NCCc1c[nH]c2ccc(OCc3ccccc3)cc12	-67%[inhibitor]	-1	-4%	0.7%	-2%	6%	11%	nt	6%	24	0%
COc1cccc(N2C(=O)NC(=O)C3(Cc4cc(C)ccc4N(C)C3)C2=O)c1 (centres undefined)	5%	-2	-8%	-0.3%	-4%	8%	6%	3%	-1%	5	?
CCCCCCCCCCOC(=O)Cn1c(COc2ccc(OC)cc2)[n+](C)c2ccccc21	-58%&-23%[inhibitor]	-2&1	-2%&-5%	-0.1%&-0.6%	-5%&-4%	-1%	?	?	4%&0%	8&-5	?
COc1ccc(Cc2nccc3cc(OC)c(OC)cc23)cc1OC	nt	-32*!	1%	-0.3%	-3%	19%	17%	-1%	-1%	-1	?
NNP(=O)(CC(=O)c1ccccc1)c1ccccc1 (centres undefined)	23%	0	6%	-0.5%	0%	-1%	2%	nt	0%	-9	4%
O=c1c2ccccc2nc(-c2ccc(Cl)cc2Cl)n1-c1ccncc1	1%	0	1%	2.5%	-3%	-8%	0%	-9%	-4%	28	-1%
CC1CCN(CC(=O)c2ccccc2Cl)CC1	-10%	0	1%	-0.5%	-2%	16%	3%	6%	-1%	-14	?
Cc1cc(/C=C2\C(=O)NC(=O)N(c3ccc(Cl)cc3)C2=O)c(C)n1-c1cccc(C(=O)O)c1	12%	2	-3%	-1.1%	-14%	nt	-11%	1%	23%	6	?
O=C(OCC(=O)c1ccc([N+](=O)[O-])cc1)/C(=C/c1ccc(Cl)cc1)NC(=O)c1ccccc1	7%	-1	0%	0.1%	0%	-4%	-1%	3%	-4%	1	-6%
N#C/C(=N\Nc1ccc(S(=O)(=O)N2CCc3ccccc32)cc1)C(N)=S	-8%	8	-2%	0.0%	-6%	19%	?	?	-1%	-1	?
CCCCn1c(O)c(C(CC)=NCCN2CCCCC2)c(=O)[nH]c1=O	-17%	-2	10%	0.2%	-9%	0%	-3%	-12%	2%	-20	2%
COc1ccccc1N=C1SCCCN1C	21%	1	6%	-0.1%	-8%	0%	5%	1%	0%	-3	3%
N=C1c2ccccc2CN1NC(=O)c1ccccc1	17%	1	nt	-1.0%	1%	-16%	0%	-18%	-3%	-1	?
O=C(N/N=C/c1c(O)n(Cc2ccco2)c(=O)[nH]c1=O)c1ccccc1O	1%	6	nt	0.1%	-2%	5%	16%	nt	15%	11	?
O=c1oc2ccccc2c(O)c1C(c1ccc([N+](=O)[O-])cc1)c1c(O)c2ccccc2oc1=O	33%	6	?	-0.1%	-12%	29%	15%	?	-6%	3	?
COC(=O)C1=C(c2ccc3ccccc3c2)C[C@@H]2CC[C@H]1N2C(=O)N1CCC(C)CC1	-12%	nt	nt	-0.8%	-4%	nt	0%	nt	0%	-11	?

Fetched by structure from the list above (4):
SMILES	Integrin act MD	Coupling enz	GALK inhibitor	B2AR arrestin	TSG101-PTAP inh	PKM2 activator	ASM inhibitor	Menin-MLL TR inh	Tb PFK inh	Giardia kill	Chronic BCR inh
COC(=O)C1=C(c2ccc3ccccc3c2)C[C@@H]2CC[C@H]1N2C(=O)N1CCC(C)CC1	-12%	nt	nt	-0.8%	-4%	nt	0%	nt	0%	-11	?
N#C/C(=N\Nc1ccc(S(=O)(=O)N2CCc3ccccc32)cc1)C(N)=S	-8%	8	-2%	0.0%	-6%	19%	?	?	-1%	-1	?
O=C(N/N=C/c1c(O)n(Cc2ccco2)c(=O)[nH]c1=O)c1ccccc1O	1%	6	nt	0.1%	-2%	5%	16%	nt	15%	11	?
COc1ccccc1N=C1SCCCN1C	21%	1	6%	-0.1%	-8%	0%	5%	1%	0%	-3	3%

The list goes on.
SMILES	Integrin act MD	Coupling enz	GALK inhibitor	B2AR arrestin	TSG101-PTAP inh	PKM2 activator	ASM inhibitor	Menin-MLL TR inh	Tb PFK inh	Giardia kill	Chronic BCR inh
CN1CCCN(C(=O)COc2cccc(C(F)(F)F)c2)CC1	8%	nt	5%	-1.1%	1%	-10%	3%	nt	1%	11	0%
O=c1[nH]c(=O)n(Cc2ccco2)c(O)c1C=NCc1ccco1	-20%	-1	0%	1.4%	1%	?	2%	5%	-26%	-4	5%
Cc1ccc(-c2nc3ccccc3c(=O)n2-c2ccc(Br)cn2)cc1	-10%	5	0%	0.0%	7%	2%	-2%	-14%	6%	-25	-11%
COc1ccc(-c2cc(=Nc3ccccc3)c3cc(C)ccc3o2)cc1	18%	-3	0%	2.7%	-5%	6%	-10%	-8%	9%	-16	?
COC(=O)C1=C(c2ccc(F)cc2F)C[C@@H]2CC[C@H]1N2C(=O)NCc1ccc2c(c1)OCO2	13%	nt	nt	-1.8%	-2%	nt	0%	nt	-2%	0	7%
CCOC(=O)C1=C(C)NC(=S)NC1c1ccc(-c2cccc(Cl)c2C)o1 (centres undefined)	-40%	0	3%	-0.2%	0%	0%	-9%	?	0%	5	?
CN1C(=O)/C(=C/c2ccc(N3CCCCCC3)o2)C(=O)NC1=S	-61%[inhibitor]	2	3%	0.5%	48%[activator]	-21%	-16%	-1%	1%	-3	8%
CC(C)[C@H]1C(=O)O[C@H](C(C)C)C(=O)N(C)[C@@H](C(C)C)C(=O)O[C@H](C(C)C)C(=O)N(C)[C@@H](C(C)C)C(=O)O[C@H](C(C)C)C(=O)N1C	-50%[inhibitor]	1	-5%	0.3%	-4%	1%	-11%	?	-5%	6	?
CCN(CC)C(=O)c1ccc(NC(=O)Nc2ccccc2F)cc1	-5%	-1	14%	0.5%	-2%	-30%	2%	-9%	-13%	?	?

The list is partial, so the mix of outcomes need not match the whole.
